# bovine MsrA act = bovine methionine sulfoxide reductase A activation; purified bovine MsrA, absorbance read-out; activation, % at 10.6 µM; 360,000 tested, 0.3% active; in the data active = activation above about 7.5%;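 also: 0% = vehicle and 100% = reference activator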
# SUMO1-SIM PPI = SUMO1-SIM interaction modulation. SUMO1 binding to a labelled peptide, TR-FRET, 1 h. inhibition, % at 20 µM. 360,000 tested, 0.33% active. AID 602429; in the data active = inhibition above about 37%
# Target sequence (P63165 whole entry, looked up): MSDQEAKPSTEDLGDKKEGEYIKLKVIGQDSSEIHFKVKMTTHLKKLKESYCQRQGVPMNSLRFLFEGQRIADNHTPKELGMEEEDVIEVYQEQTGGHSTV
# eLon inh = inhibitors of E. coli Lon protease; P0A9M0; purified E. coli Lon protease, fluorescence polarization; inhibition, % at 7.94 µM; 360,000 tested, 0.42% active; AID 602123; in the data active = inhibition above about 13%, passing the limit was not always enough;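 also: 0% = enzyme with probe and DMSO and 100% = no enzyme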
# STEP block = inhibitors of human striatal-enriched phosphatase STEP; P54829; recombinant STEP, OMFP fluorogenic substrate, fluorescence; inhibition, % at 20 µM; 360,000 tested, 0.25% active;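 active = inhibition at 20 µM, scaled per plate between control wells, above about 37%, limit read from the data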;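 also: 0% = DMSO with enzyme and substrate and 100% = substrate only without enzyme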
# Target sequence (P54829 whole entry, looked up): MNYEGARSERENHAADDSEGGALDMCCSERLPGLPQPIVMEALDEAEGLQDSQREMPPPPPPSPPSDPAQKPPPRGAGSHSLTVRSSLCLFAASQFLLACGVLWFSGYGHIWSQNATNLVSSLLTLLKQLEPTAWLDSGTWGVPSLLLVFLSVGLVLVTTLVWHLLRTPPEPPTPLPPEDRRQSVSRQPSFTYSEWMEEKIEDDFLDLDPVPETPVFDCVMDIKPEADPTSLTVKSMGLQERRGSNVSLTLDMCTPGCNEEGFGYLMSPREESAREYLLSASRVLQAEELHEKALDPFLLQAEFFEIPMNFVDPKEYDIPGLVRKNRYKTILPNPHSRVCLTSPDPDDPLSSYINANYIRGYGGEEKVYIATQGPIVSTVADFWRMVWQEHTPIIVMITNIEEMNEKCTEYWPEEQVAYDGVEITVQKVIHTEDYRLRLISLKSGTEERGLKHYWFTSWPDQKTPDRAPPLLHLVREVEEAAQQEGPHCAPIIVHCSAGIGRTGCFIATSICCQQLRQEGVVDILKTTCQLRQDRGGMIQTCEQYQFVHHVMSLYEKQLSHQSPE
#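 System: STEP (striatal-enriched tyrosine phosphatase) enzyme, cell-free; medium: Bis-Tris pH 6.0 buffer with DTT, detergent; dosing: 20 µM, 1% DMSO; times: reaction 20 min, ambient temperature; detection: fluorescence, 480/540 nm; read-out basis: normalized % inhibition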
# MsrA inhibitor = inhibitors of bovine MsrA. purified bovine MsrA, absorbance read-out. inhibition, % at 15.5 µM. 360,000 tested, 0.75% active. AID 651718; in the data active = inhibition above about 4.5%;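 also: 0% = vehicle wells with enzyme and 100% = reference inhibitor wells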
# TbMetRS inhib = Trypanosoma brucei MetRS inhibition; purified T. brucei MetRS, ATP depletion, Kinase-Glo luminescence; inhibition, % at 11.9 µM; 360,000 tested, 0.4% active; AID 624268;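 active = inhibition above a per-plate cutoff of the control wells' mean inhibition plus 3 SD, cut at about 5.5% in these data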;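 also: 0% = DMSO wells median and 100% = median of wells with control inhibitor compound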
#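 Dosing: 11.9 µM single point; system: parasite MetRS enzyme; technique: luminescence of leftover ATP; times: 15 min enzyme-compound preincubation, 2 h reaction, 10 min detection, 25 °C; replicates: each compound tested once; read-out basis: percent inhibition relative to median high and low control wells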
# DNMT1 block = DNMT1 (human) enzyme inhibition. P26358. DNMT1 molecular beacon, Hinp1I cleavage, fluorescence. inhibition (reported as % activation of signal), % at 10 µM. 360,000 tested, 0.83% active. AID 588458; in the data active = inhibition above about 50%
# CendR NRP1 mod = modulators of CendR peptide binding to human neuropilin-1; inhibition, % at 25 µM; O14786; FAM-RPARPAR peptide binding to NRP-1, fluorescence polarization; 360,000 tested, 0.85% active;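 active = inhibition or corrected inhibition above about 18%, plus a signal ratio from 0.5 to 1.5, limit read from the data, passing the limit was not always enough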; also: strong numbers were not always called active
# Scp1 inh = blocks human Scp-1 phosphatase activity; 340,000 tested, 0.88% active; Q9GZU7; Recombinant Scp1, phosphopeptide, malachite green phosphate absorbance; AID 493091; inhibition, % at 20 µM;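 active = inhibition above about 50% at 20 µM, limit read from the data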;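 also: plate controls were DMSO wells with enzyme for no effect and wells lacking enzyme for full effect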
#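 assay system = SCP-1 phosphatase catalytic domain, residues 76-261 | buffer or medium = 50 mM Tris acetate pH 5.5, 0.005% Tween-20, 10 mM MgCl2 | incubation = enzyme reaction 45 min at room temperature, colour 5 min, stabilisation 30 min | signal = Phosphate-binding colour reagent, absorbance read at 630 nm | measure = % inhibition at 20 µM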
# LMPTP inh = blocks human LMPTP phosphatase; recombinant LMPTP-A, OMFP fluorogenic substrate, fluorescence intensity; inhibition, % at 20 µM; 360,000 tested, 0.22% active; AID 651560;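 active = compounds that cut the enzyme signal by at least half of the control window in the single-dose screen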;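 also: plate controls were DMSO wells with enzyme plus substrate for no effect and substrate without enzyme for full effect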
# Target sequence (P24666 whole entry, looked up): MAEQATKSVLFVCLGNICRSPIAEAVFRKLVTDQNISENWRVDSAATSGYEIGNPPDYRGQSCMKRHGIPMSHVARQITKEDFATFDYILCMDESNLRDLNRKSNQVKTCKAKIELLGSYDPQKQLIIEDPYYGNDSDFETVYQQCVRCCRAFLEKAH
#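 Assay system: LMPTP-A, protein tyrosine phosphatase of low molecular weight / Medium: pH 6.0 Bis-Tris buffer with DTT and Triton X-100 / Schedule: 50 min enzyme reaction at room temperature, protected from light / Measured by: endpoint fluorescence intensity from OMFP dephosphorylation / Read-out basis: % inhibition relative to no-enzyme and uninhibited control wells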
# * = called active by the depositor; nt = no result given.
1: Cc1c(C(=O)NCc2ccc(Cl)c(Cl)c2)sc(=O)n1Cc1ccc(S(=O)(=O)N(C)C)cc1
2: CCOc1ccc(Nc2c3c(nc4ncnn24)CC(C)CC3)cc1 (stereo unspecified)
3: Cc1ccc(-n2c(SCC(=O)NCCN3C(=O)CSC3=O)nnc2-c2cccc(C)c2)cc1
4: CCc1nn2c(=O)cc(CSCC(=O)Nc3ccccc3Cl)nc2s1
5: O=C(CCNS(=O)(=O)c1ccc(Br)s1)NCc1ccccc1Cl
6: CCCCCOc1ccc(/C=N/NC(=O)c2nnn(-c3nonc3N)c2CN2CCCCCC2)cc1
7: O=C(NC1CCCC1)C(c1ccco1)N(Cc1ccccc1)C(=O)c1csnn1 (stereo unspecified)
8: CC(C)Oc1ccc(/C(O)=C2/C(=O)C(=O)N(CCN(C)C)C2c2cccs2)cc1 (stereo unspecified)

Screen / compound no.	1	2	3	4	5	6	7	8
SUMO1-SIM PPI	1	0	2	3	-1	-3	-2	-9
LMPTP inh	2.2	-0.2	0.4	-1.1	0.2	0.6	-0.2	-0.1
CendR NRP1 mod	-1	0	2	9	5	-2	0	1
Scp1 inh	nt	-5	0	-5	-5	-9	-5	-5
STEP block	-2	1	1	1	1	2	-1	-4
eLon inh	-3	-4	-5	-2	-2	-1	0	-8
TbMetRS inhib	1.1	-0.1	-1.3	-0.8	-0.8	-0.2	-1.0	-0.3
DNMT1 block	-12	0	8	0	-2	-6	-3	0
MsrA inhibitor	-0.7	-0.1	-1.3	nt	2.1	-0.2	-0.5	0.0
bovine MsrA act	-1	-5	-8	-3	-2	0	-3	-3

# One compound at a time, from the list above:
# Cc1ccc(-n2c(SCC(=O)NCCN3C(=O)CSC3=O)nnc2-c2cccc(C)c2)cc1 is listed as SUMO1-SIM PPI: 2; LMPTP inh: 0.4; CendR NRP1 mod: 2; Scp1 inh: 0; STEP block: 1; eLon inh: -5; TbMetRS inhib: -1.3; DNMT1 block: 8; MsrA inhibitor: -1.3; bovine MsrA act: -8
# CCCCCOc1ccc(/C=N/NC(=O)c2nnn(-c3nonc3N)c2CN2CCCCCC2)cc1 is listed as SUMO1-SIM PPI: -3; LMPTP inh: 0.6; CendR NRP1 mod: -2; Scp1 inh: -9; STEP block: 2; eLon inh: -1; TbMetRS inhib: -0.2; DNMT1 block: -6; MsrA inhibitor: -0.2; bovine MsrA act: 0

# Other records:
9: COc1ccc(C2CC(=O)C(C=NCCN3CCN(C(=S)Nc4ccccc4)CC3)=C(O)C2)cc1OC (stereo unspecified)
10: O=C1CC(c2ccc(F)cc2)Sc2nc(C34CC5CC(CC(C5)C3)C4)nn21 (stereo unspecified)
11: CC(=O)N1N=C(c2ccc(C)c([N+](=O)[O-])c2)OC1(C)C
12: COc1ccc(Cl)cc1NC(=S)NCc1cccs1
13: NC(=O)c1nsc(C(=O)N(c2cccc(F)c2)C(C(=O)NC2CCCC2)c2ccc(O)cc2)c1N (stereo unspecified)
14: Cc1ccc(CNC(=O)C2CCCN(C(=O)N(C)C)C2)cc1 (stereo unspecified)
15: CCCCN1C(=O)C(=O)N(CC(=O)NC2CCCc3ccccc32)C1=O (stereo unspecified)
16: COc1cccc2cc(CC(=O)c3ccccc3)c(=O)oc12

Screen / compound no.	9	10	11	12	13	14	15	16
SUMO1-SIM PPI	1	0	-8	-2	-7	-1	1	0
LMPTP inh	-1.8	-0.3	-0.8	1.1	0.9	0.2	-1.6	-0.4
CendR NRP1 mod	0	4	-14	-4	10	4	-3	7
Scp1 inh	-4	-6	-7	-10	1	2	-8	-14
STEP block	2	1	0	-2	2	-5	0	2
eLon inh	2	9	-5	7	9	2	-9	-1
TbMetRS inhib	-0.8	0.1	-0.3	-0.7	-0.8	-0.6	-0.7	-0.7
DNMT1 block	-1	-2	3	1	0	2	3	2
MsrA inhibitor	-1.3	-0.1	1.5	-1.0	0.9	0.2	2.6	2.8
bovine MsrA act	-1	-1	-1	-7	-4	-7	-5	-1

17: COc1ccccc1-c1noc(CCCC(=O)NC2CCCC2)n1
18: COc1ccc(C[C@H]2CN3C(=NC[C@H]3Cc3ccccc3)N2CCNC(=O)c2ccc(C)c(Br)c2)cc1
19: COc1ccc(CC(=O)NC2=NCCS2)cc1
20: Cc1ccc(-c2ccc(CCC(=O)O)n2CC2CCCO2)cc1 (stereo unspecified)
21: Cc1cc(C)c2c(NC(=O)C3CC3)nn(C)c2n1
22: CC(=NN(Cc1ccccc1)c1ccccc1)c1ccccc1
23: COCCNC(=O)c1c[nH]c2ccc(S(=O)(=O)N3CCC4(CC3)OCCO4)cc2c1=O
24: O=C(Cc1ccccc1)NC1CCCCC1

Screen / compound no.	17	18	19	20	21	22	23	24
SUMO1-SIM PPI	0	-71	0	3	4	-5	3	-1
LMPTP inh	0.7	6.6	0.0	4.5	-1.5	1.6	0.6	0.1
CendR NRP1 mod	-8	6	0	-18	-10	22*	7	-5
Scp1 inh	-5	9	-7	-6	-7	1	-2	nt
STEP block	3	3	-1	1	0	-1	-18	0
eLon inh	13	-11	-2	-9	0	1	1	-1
TbMetRS inhib	-0.8	-0.2	-1.1	0.1	-0.2	-0.5	-0.3	-1.0
DNMT1 block	2	22	-5	-3	0	6	0	3
MsrA inhibitor	-1.4	nt	-0.1	0.3	-0.6	-0.2	0.7	-0.2
bovine MsrA act	-3	-2	-4	-1	-2	3	4	-2

# CendR NRP1 mod, entries above that show a hit.
no. | SMILES | SUMO1-SIM PPI | LMPTP inh | CendR NRP1 mod | Scp1 inh | eLon inh | TbMetRS inhib | DNMT1 block | MsrA inhibitor | bovine MsrA act
22 | CC(=NN(Cc1ccccc1)c1ccccc1)c1ccccc1 | -5 | 1.6 | 22* | 1 | 1 | -0.5 | 6 | -0.2 | 3

# The listing continues:
25: CCOc1ccc(-n2c(C)nc3c(cnn3-c3ccc(Cl)cc3)c2=O)cc1
26: O=C(N/N=C/c1ccc(OCCCF)cc1)c1ccc(C(F)(F)F)cc1
27: CC1=NN(c2ccccc2)C(=O)/C1=C\N1CC(C)OC(C)C1 (stereo unspecified)
28: Cc1ccccc1C(=O)OC1CCCN(C)C1 (stereo unspecified)
29: Cn1c(=O)oc2cc(S(=O)(=O)Nc3ccc(Cl)cc3)ccc21
30: O=C(NNS(=O)(=O)c1ccccc1)c1cnn(-c2ccc(Cl)cc2)c1C(F)(F)F
31: Cc1cccc(N2CCN(C(=O)c3ccc(CNc4c(N5CCC(C)CC5)c(=O)c4=O)cc3)CC2C)c1 (stereo unspecified)
32: CCOC(=O)c1nc(N)c(=O)n(-c2ccccc2)n1

Screen / compound no.	25	26	27	28	29	30	31	32
SUMO1-SIM PPI	5	2	-2	-1	-3	-3	6	-8
LMPTP inh	-2.3	30	-1.6	-1.6	0.1	2.5	-0.6	-1.1
CendR NRP1 mod	6	1	4	9	-3	1	0	-16
Scp1 inh	-13	93*	5	-2	-4	-3	-4	0
STEP block	2	25	-9	1	2	-4	-1	1
eLon inh	-4	-4	-5	0	8	-1	1	0
TbMetRS inhib	0.3	-0.5	-1.6	-0.8	0.9	-0.7	-1.1	0.3
DNMT1 block	-4	28	-3	3	1	0	3	2
MsrA inhibitor	0.3	0.3	0.7	-0.9	-0.7	0.2	0.1	1.1
bovine MsrA act	-2	-2	-6	-2	-1	-2	-8	-2

33: OC[C@@H]1CN(CCc2ccccc2)C[C@H](n2cnc3c(NCc4ccc(F)cc4)ncnc32)O1
34: O=C(Nc1ccncc1)c1cc2ccccc2cc1O
35: Cc1ccc2nc(-c3ccccc3)oc(=O)c2c1
36: Cc1ccc2oc(=O)c(/C=C(\O)C(C)(C)C)nc2c1
37: CC(C)Sc1nc(NCc2ccco2)c2c3c(sc2n1)COC(C)(C)C3

Screen / compound no.	33	34	35	36	37
SUMO1-SIM PPI	7	-6	-1	1	0
LMPTP inh	-0.5	4.2	-0.3	0.4	3.2
CendR NRP1 mod	-1	2	3	5	-22
Scp1 inh	nt	-5	4	1	-6
STEP block	-4	2	-1	3	1
eLon inh	4	-5	3	0	-12
TbMetRS inhib	-0.3	0.6	-1.8	-0.4	0.2
DNMT1 block	-4	-5	6	1	1
MsrA inhibitor	-0.6	-0.3	0.7	0.5	-0.5
bovine MsrA act	-2	-4	-12	-4	0

# Retrieved by structure from the list above:
36: Cc1ccc2oc(=O)c(/C=C(\O)C(C)(C)C)nc2c1
34: O=C(Nc1ccncc1)c1cc2ccccc2cc1O
37: CC(C)Sc1nc(NCc2ccco2)c2c3c(sc2n1)COC(C)(C)C3
33: OC[C@@H]1CN(CCc2ccccc2)C[C@H](n2cnc3c(NCc4ccc(F)cc4)ncnc32)O1

Screen / compound no.	36	34	37	33
SUMO1-SIM PPI	1	-6	0	7
LMPTP inh	0.4	4.2	3.2	-0.5
CendR NRP1 mod	5	2	-22	-1
Scp1 inh	1	-5	-6	nt
STEP block	3	2	1	-4
eLon inh	0	-5	-12	4
TbMetRS inhib	-0.4	0.6	0.2	-0.3
DNMT1 block	1	-5	1	-4
MsrA inhibitor	0.5	-0.3	-0.5	-0.6
bovine MsrA act	-4	-4	0	-2

# Screening results deposited in PubChem by several laboratories.
